Nrf2 block: blocks Nrf2 signaling | A549 ARE-Fluc reporter, luciferase luminescence, 18-24 h | Potency, µM (titrated, usually from 46 µM), inactives show at the top dose activity change, negative = inhibition, actives largely listed as inhibitors | 2.1% of 360,000 active | AID 504444; note: potency is the fitted concentration of half-maximal effect; % is set by controls: 0 for no effect and ±100 for the full control effect; nearly all actives have a fitted effect of over 60% in size
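Reporter: ARE-Fluc in A549. Exposure: 18-24 h, 37 °C, 5% CO2, 5% FBS OPTI-MEM. Readouts: fluorescent cytotoxicity (CellTiter-Fluor), then luminescent Nrf2 signal after BugLite.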
A549 tox: counter-screen for Nrf2 inhibitors: cytotoxicity in A549 cells | A549 ARE-Fluc cells, CellTiter-Fluor viability, 18-24 h | Potency, µM (highest dose often 46 µM), for the others: at the top dose activity change, negative = cytotoxicity, hits mostly inhibitors | 0.16% of 390,000 active | AID 504648; note: potency is the fitted concentration of half-maximal effect; % is set by controls: 0 for no effect and ±100 for the full control effect
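Cytotoxicity counterscreen: CellTiter-Fluor fluorescence was measured in A549 ARE_Fluc cells after 18-24 h of compound exposure in a concentration series. The subsequent BugLite luminescent read reports ARE-luciferase activity.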
IL-1B inflam inh: inflammasome signaling inhibition, IL-1 beta readout | THP-1 LPS/ATP IL-1B secretion, AlphaLISA, 16 h; hits give low values | activity change, % at 57.5 µM | 4.7% of 360,000 active | AID 743279; in the data active = activity change below about -50%; inconclusive = mostly about -30% to -49%; note: % is set by controls: 0 for no effect and ±100 for the full control effect
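THP-1 cells pretreated 1 hr with compounds (up to 57.5 uM final), then stimulated with LPS (250 ng/mL final) plus ATP (1.25 mM final); secreted IL-1B measured by AlphaLISA after 16 hr, decreased signal indicating inhibition.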
HepG2 tox: HepG2 cytotoxicity, counter-screen for TGF-b inhibitors | AID 588856 | HepG2 CAGA-GFP viability, ATP luminescence, 18 h | 0.76% of 410,000 active | Potency, µM (doses to about 46.1 µM), inactives show at the highest dose activity change, negative = cytotoxicity, most hits filed as cytotoxic; note: potency is the fitted concentration of half-maximal effect; some results filed as inactive show a strong effect at the top dose
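HepG2 CAGA-GFP cells (1000/well, DMEM with 1% FBS) received compound, then TGF-beta at 500 pg/mL final, and were incubated 18 hours at 37 degrees C. Viability was read by CellTiter-Glo luminescence. Media-only wells were set as complete cell-killing and DMSO as no toxicity.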
TGFb SMAD3 inh: inhibitors of TGF-b signaling | HepG2 CAGA-GFP TGF-b/SMAD3 reporter, GFP fluorescence, 18 h; TGF-beta stimulated, 500 pg/mL final | 1.2% of 410,000 active | AID 588855 | Potency, µM (series often up to 46.1 µM), for the others: top-dose activity, negative = inhibition, most hits filed as inhibitors; note: potency is the fitted concentration of half-maximal effect; % is set by controls: 0 for no effect and ±100 for the full control effect; nearly all actives have a fitted effect of over 65% in size
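HEPG2 CAGA-GFP cells (1000/well, DMEM with 1% FBS) were pre-incubated 2 h at 37 degrees C, given compound by pin tool, then stimulated with TGF-beta at 500 pg/mL final for 18 h before per-cell GFP fluorescence imaging.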
MCF10A rereplic: induces DNA re-replication in MCF 10a normal breast cells | AID 624296 | MCF 10A DNA re-replication, Hoechst nuclear intensity, 48 h | 2.9% of 350,000 active | Potency, µM (doses to about 46.1 µM), inactives show at the highest dose activity, positive = re-replication, actives largely listed as activators; note: potency is the fitted concentration of half-maximal effect; % of control where 0% means no effect; nearly all actives have a fitted effect of over 50% in size
Nrf2 ARE act: activates Nrf2 signaling; AREc32 ARE-luciferase reporter (MCF7-derived line), luminescence, 24 h; Potency, µM (top dose mostly 46.1 µM), for the others: at the top dose activation, usual class: activators; 0.31% of 410,000 active; AID 624171; note: potency is the fitted concentration of half-maximal effect; % of control where 0% means no effect; nearly all actives have a fitted effect of over 65% in size
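Luciferase luminescence (Steady-Glo, 30 min at room temperature) served as the read-out of ARE activation in AREc32 cells treated with compounds for 24 hr at 37 deg C.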
ATXN2 expr inh: inhibitors of ATXN2 expression. 0.72% of 360,000 active. HEK-293 ATXN2-luciferase reporter, luminescence, 24 h. AID 1745845. Potency, µM (titrated, usually from 57 µM), for inactives: at the highest dose activity change, negative = inhibition, usual class: inhibitors; note: potency is the fitted concentration of half-maximal effect; % is set by controls: 0 for no effect and ±100 for the full control effect; nearly all actives have a fitted effect of over 55% in size
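ATXN2-luciferase reporter cells (luciferase flanked by upstream and downstream ATXN2 gene portions) were treated 24 h at 37 °C with compounds at up to 57 uM. SteadyGlo luminescence gave expression; GF-AFC fluorescence gave viability.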
ATXN viability: reduces viability in counter-screen for ATXN expression inhibitors. S2 cells (HEK-293 line with an ATXN2-luciferase reporter) viability, CellTiter-Fluor protease fluorescence, 24 h. Potency, µM (titrated, usually from 56.7 µM), hits mostly cytotoxic. 0.49% of 400,000 active; note: potency is the fitted concentration of half-maximal effect; nearly all actives have a fitted effect of over 40% in size
* marks the source's active call; other numbers are inactive results; i = inactive; u = inconclusive; x = not tested or not shown; & = joins results of further samples; [ ] = dose if it differs, or a comment. Unless noted, calls come from the whole dose curve; as a rule, active = well fitted curve in the direction sought with a large enough effect; inconclusive = small, poorly fitted or top-dose-only effect, or another doubt; inactive = no such curve, though single readings can be large; an effect the other way counts as inactive or inconclusive. An unsorted share of the library; overall some 8.8% were active at least once.

SMILES	Nrf2 block	A549 tox	IL-1B inflam inh	HepG2 tox	TGFb SMAD3 inh	MCF10A rereplic	Nrf2 ARE act	ATXN2 expr inh	ATXN viability
CCOC(=O)c1c(NC(=O)CSC2=NN3CCCC(=O)N=C3S2)sc2c1CCCCC2	u	-2.4%	0.0	-14.0%	-4.8%	2.0%	-1.2%	-16.6%	i
O=C(CN1C(=O)c2cccc([N+](=O)[O-])c2C1=O)NCc1ccccc1	3.7%	-1.8%	5.5	6.0%	0.0%	0.4%	0.0%	0.7%	i
O=C(CSCc1ccccc1Cl)N/N=C/c1ccco1	0.8%	4.1%	-20.6	2.9%	-3.9%	1.0%	16.6%	7.9%	i
CCCN1C(=O)SC(CC(=O)Nc2ccccc2C)C1=O (stereo not given)	1.4%	-23.9%	32.4	-4.0%	u	27.4%	u	23.0%	i
OC(c1ccccc1)c1ncc(-c2ccc(Oc3ccccc3)cc2)[nH]1 (stereo not given)	x	x	-3.6	-39.6%	u	x	5.4%	7.5%	i
CC(c1n[nH]c(=S)n1-c1ccc(F)cc1)N1CCCCC1 (stereo not given)	-16.5%	-6.9%	35.0	-13.0%	1.1%	-1.2%	-1.0%	-6.8%	i
CC(=O)c1cccc(Nc2ccc3cc(S(=O)(=O)N4CCC(C)CC4)ccc3n2)c1	20.6µM*	-4.4%	x	-28.5%	u	x	0.5%	0.0%	u
NS(=O)(=O)c1ccc(NC(NC(=O)c2cccnc2)C(Cl)(Cl)Cl)cc1 (stereo not given)	-16.5%	1.8%	-12.9	-2.9%	-19.9%	0.8%	-0.3%	-10.3%	i
Cc1ccc(NC(=O)CN(C)C(=O)Cn2ccsc2=N)cc1	-4.2%	1.3%	24.6	-5.5%	-0.7%	-1.2%	-1.1%	3.8%	i
O=C(O)Cc1ccc(Oc2ncc(C(F)(F)F)cc2Cl)cc1	2.0%	-0.7%	13.0	-8.9%	u	1.1%	-0.3%	0.5%	i
O=C(CC1CCCCC1)NCc1ccco1	6.8%	0.4%	-6.5	-4.1%	5.8%	11.4%	-0.4%	9.5%	i
COc1ccc(-n2cc(CNC(C)c3ccncn3)c(-c3cccc(F)c3)n2)cc1 (stereo not given)	-0.1%	1.3%	-23.1	1.5%	-15.3%	-15.5%	-0.6%	-4.0%	i
COC(=O)C1=C(C)NC(=O)NC1c1ccc2c(c1)OCO2 (stereo not given)	-2.9%	-2.4%	-3.8	-8.0%	1.0%	-2.8%	0.4%	x	i
CCC(C)[C@H](NC(=O)NCCCN1CCOCC1)C(=O)OC (stereo not given in full)	x	4.3%	27.5	1.0%	14.1%	-21.0%	-1.1%	-10.4%	i
CCC(=O)Nc1cccc(NC(=S)NC(=O)c2cccs2)c1	8.4%	11.2%	-4.4	15.3%	-3.1%	15.9%	2.4%[9.22 µM]	59.3%[activator]	i
CCOC(=O)c1sc2ccccc2c1OC(=O)c1ccccc1	2.4%	-7.5%	12.7	-8.6%	14.3%	-3.0%	-0.5%	-0.8%	i
COc1cc(/C=C2/C(=N)N3N=C(C)SC3=NC2=O)ccc1OS(=O)(=O)c1ccc(C)cc1	-14.6%	-17.3%	-23.3	-14.8%	21.0%	29.2%	3.3%	27.0%	i
CCCC(=O)Nc1cccc(NC(=O)c2ccc3c(c2)OCCO3)c1	-26.9%	-8.9%	-16.5	-3.5%	-1.2%	u	0.9%	4.8%	u
CN(Cc1cccc2cnccc12)C(=O)c1cc(COc2ccc(F)cc2Cl)on1	u	-1.7%	-51.3*	-24.5%	u	-0.6%	0.5%	-24.3%	i
COc1ccc(C2C(=O)N(C3CCCCCC3)CC(=O)N2Cc2ccc(C)cc2)cc1OC (stereo not given)	x	11.4%	x	-23.7%	-8.3%	x	0.4%	x	x

Looked up above.
CC(c1n[nH]c(=S)n1-c1ccc(F)cc1)N1CCCCC1 (stereo not given) in ATXN2 expr inh reads -6.8%
CCC(C)[C@H](NC(=O)NCCCN1CCOCC1)C(=O)OC (stereo not given in full) in A549 tox reads 4.3%

Further records follow:
SMILES	Nrf2 block	A549 tox	IL-1B inflam inh	HepG2 tox	TGFb SMAD3 inh	MCF10A rereplic	Nrf2 ARE act	ATXN2 expr inh	ATXN viability
CCOC(=O)C1=CC[C@@H](c2cc(OC)c(OC)c(OC)c2)N(S(=O)(=O)c2ccc(C)cc2)[C@H]1C(=O)OCC	-2.7%	-5.4%	5.4	-17.8%	-8.7%	-3.6%	-0.6%	-2.7%	u
CC(C)(C)c1nc2c(C#N)c(-c3ccc(Cl)cc3)ccn2n1	u	-1.4%	-9.9	-16.1%	-14.7%	1.8%	0.5%	6.6%	i
CC1=C(C(=O)OCc2ccccc2)C(c2ccccc2Cl)NC(=O)N1C (stereo not given)	-29.6%	4.6%	-20.5	21.5%	u	-0.8%	0.0%	-15.1%	i
CCN(CC)c1ccc(C=NCCc2ccc(S(N)(=O)=O)cc2)cc1	-8.6%	4.4%	9.6	-5.2%	3.8%	-0.7%	2.5%	x	i
CCCCNC(=O)CNC(=O)c1nn(-c2ccc(OC)cc2)c(=O)c2ccccc12	u	-3.9%	15.1	2.1%	4.9%	-7.9%	-0.3%	-14.4%	i
COc1ccc(S(=O)(=O)N2CCC[C@H]2C(=O)N2CCC[C@H]2C(=O)NCc2ccccc2)cc1C	x	x	0.0	x	x	x	0.5%	-10.9%	i
O=C(Cc1csc2ccccc12)NCc1ccc(F)cc1	x	u	x	-2.9%	x	x	6.6%	x	x
Cc1cc(C(=O)CN2C(=O)c3ccccc3S2(=O)=O)c(C)n1CC1CCCO1 (stereo not given)	0.92µM*	3.0%	8.8	-1.7%	-8.4%	0.1%	-2.1%	0.501µM*	u
COc1cc2c(cc1OC)CN(C(=O)c1sc(-c3cnccn3)nc1C)CC2	-10.7%	-10.7%	-7.2	-11.6%	-3.3%	5.1%	-0.4%	x	i
CC(=O)Nc1ccc(S(=O)(=O)/N=C2\C(=O)c3ccccc3C([O-])=C2n2cc[n+](-c3ccccn3)c2)cc1	20.9%	8.3%	63.4	-131.0%	u	-1.3%	0.2%	x	u
COc1ccc(-c2cc(NC(C)=O)c3ncc(-c4ccc(OC)c(OC)c4)n3c2)c(OC)c1	x	x	-59.1*	-22.7%	64.5%[activator]	x	25.1%	-8.6%	u
CC(=O)COc1c(-c2ccco2)oc2ccccc2c1=O	5.3%	-4.3%	-20.6	-3.2%	10.6%	12.1%	18.1%	-19.3%	i
COC(=O)c1ccc(COc2cccc(OC)c2)o1	8.0%	18.5%	-11.7	-3.1%	-1.4%	2.0%	0.5%	47.1%[activator]	i
COC(=O)[C@]1(C)N[C@H](c2ccc(-c3ccc(Cl)c(Cl)c3)cc2)[C@@H]2C(=O)N(C)C(=O)[C@@H]21	u	-6.6%	u	16.1%	13.4%	-9.2%	-0.8%	u	u
CCn1nc2cc(C(=O)NCC34CC5CC(CC(C5)C3)C4)ccc2c1OC	16.9%	-9.2%	-0.3	4.4%	31.9%	-11.4%	0.2%	2.0%	i
C=CC(C)Sc1nc2c(c(=O)n(C)c(=O)n2C)n1Cc1ccccc1Cl (stereo not given)	4.4%	-6.1%	24.1	-5.2%	0.9%	7.5%	0.3%	-19.4%	i
CON=C(C(=O)NC1C(=O)N2C(C(=O)O)=C(CSc3nc(=O)c(=O)[nH]n3C)CSC12)c1csc(N)n1 (stereo not given)	-1.9%	-4.5%	17.6	-0.4%	-2.1%	u	-0.4%	-4.1%	i
Cc1ccc(N2C(=O)c3n[nH]c(C)c3C2c2ccccn2)cc1 (stereo not given)	10.3%	15.1%	14.5	-7.8%	1.2%	1.8%	2.3%	8.6%	i
COc1ccc(S(=O)(=O)Nc2ccc(O)c(Sc3nc4ccccc4s3)c2)cc1	4.5%&14.0%	-1.8%&-0.8%	9.6	-7.1%&0.2%	u	u	3.3%&5.1%	-28.3%&2.8%	i
COc1ccc(/C=C/C(=O)Nc2ccccc2C(=O)N2CCCC2)cc1	0.4%	-5.6%	-13.4	4.7%	-4.1%	-1.8%	0.4%	x	x
Cc1ccc(S(=O)(=O)NCCC(=O)NC2CC2)cc1	-13.0%	2.0%	5.7	14.4%	23.7%	-2.4%	-0.2%	x	i
CC(=O)NC1C(OCCOc2ccc(Cl)cc2Cl)OC(COC(C)=O)C(OC(C)=O)C1OC(C)=O (stereo not given)	-6.1%	7.4%	-4.2	-4.5%	13.9%	-2.4%	-0.6%	-6.2%	i
COc1ccc(OC)c(NC(=O)Cc2coc3ccc4ccccc4c23)c1	u	-10.4%	32.1	-4.2%	u	3.8%	3.2%	-10.1%	i
O=C(O)C1CCCN(S(=O)(=O)c2ccc(Br)s2)C1 (stereo not given)	-7.2%	-5.9%	-2.7	6.5%	-23.4%	0.9%	-0.4%	2.3%	i
CCOC(=O)c1ccc2c(c1)sc1nc(-c3ccc(OCC)cc3)cn12	u	0.5%	x	8.7%	-1.2%	x	4.3%	x	x
O=C1Cc2cc(S(=O)(=O)N3CCN(c4ccc(O)cc4)CC3)ccc2N1	-25.7%[92.2 µM]	0.5%[92.2 µM]	x	-7.1%	-16.7%	x	-0.8%	-17.0%	i
O=C(NCc1ccccc1)C1=C[C@@H](C2CC2)C[C@@H](OCc2ccc(CO)cc2)O1	5.9%	1.2%	-24.1	-17.6%	8.0%	-3.7%	-0.2%	11.7%	i
C/C(=N\NC(=O)Cc1ccc(Cl)cc1)c1ccccc1O	u	1.8%	73.8	-38.8%	u	5.3%	0.0%	u	u
COc1ccc(NC(=O)c2cc(-c3ccccc3Cl)on2)cc1OC	2.6%	0.7%	-27.5	2.8%	0.5%	0.3%	0.3%	3.1%	i
O=C(CNC(=O)C12CC3CC(CC(C3)C1)C2)OCc1ccc(F)cc1Cl	22.5%	2.7%	0.0	8.3%	-0.8%	2.5%	-0.9%	11.8%	i
NCc1ccccc1CS(=O)(=O)N1CCOCC1	7.6%	-6.6%	12.6	5.7%	4.8%	3.5%	-1.0%	-8.3%	i

Screening data: PubChem, National Center for Advancing Translational Sciences (NCATS)
